Compound activity from PubChem BioAssay.
EP2 antag – EP2 receptor (human) inhibition; inhibition, % at 25 µM; AID 1422; 260,000 tested, 0.52% active; C6 glioma cells expressing human EP2, cAMP TR-FRET; cells stimulated with saturating PGE2; P43116;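 active = percent inhibition above 40 after rounding to a whole number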;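 note: rat C6 glioma host cells with rolipram phosphodiesterase inhibitor present; the protocol text gives 20 µM as final concentration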
Target sequence (P43116 whole entry, looked up): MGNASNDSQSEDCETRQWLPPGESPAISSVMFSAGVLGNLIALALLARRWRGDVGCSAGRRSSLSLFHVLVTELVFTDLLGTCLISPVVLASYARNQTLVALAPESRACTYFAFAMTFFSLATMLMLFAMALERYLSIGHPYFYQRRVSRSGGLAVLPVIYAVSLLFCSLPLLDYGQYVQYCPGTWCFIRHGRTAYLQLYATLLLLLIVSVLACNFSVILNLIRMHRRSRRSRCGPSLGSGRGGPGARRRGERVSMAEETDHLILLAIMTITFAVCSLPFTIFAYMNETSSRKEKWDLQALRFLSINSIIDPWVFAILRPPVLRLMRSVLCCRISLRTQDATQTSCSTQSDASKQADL
TNF death inh – TNF-alpha cell death inhibition in Jurkat FADD-/- cells | AID 463075 | 220,000 tested, 0.068% active | activation (protection from cell death), % at 10 µM | Jurkat FADD-/- TNF necroptosis rescue, ATP luminescence, 24 h; 0 = TNF only, 100 = no-TNF cells;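 active = activation, meaning protection from cell death, of at least 50% relative to plate controls; inactive = activation below 50%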;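 note: necroptosis triggered by 40 ng/mL TNF-alpha added together with compound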
Wee1 degr inh – blocks degradation of human Wee1 kinase | P30291 | HeLa Luc-Wee1K328M stability, luciferase luminescence; 100% = proteasome inhibitor MG132 effect | reporter increase, % at 5 µM | 220,000 tested, 1.2% active | AID 1321;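 active = activation above the mean of all tested compounds plus 3 SD, set per screening run, cut at about 8.8% in these data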;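 note: cells exposed to compound for 20 h before luminescence read; 0% = DMSO alone and 100% = MG132 at 30 µM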
PPC-1+TRAIL kill – compounds killing PPC-1 cancer cells with TRAIL present (potentiator screen, no TRAIL-free arm) | PPC-1 cells + TRAIL, ATPLite viability luminescence | cell killing (% activity), % at 4 µM | 220,000 tested, 0.41% active | AID 1443;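 active = cell killing above 50% in the first pass at 4 µM, then a duplicate retest at 5 µM averaging 50% or more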;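 note: plate controls were cells with TRAIL plus DMSO for no effect and medium-only wells lacking cells for full effect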
FXIIa inh – blocks human coagulation factor XIIa protease activity. P00748. 220,000 tested, 0.3% active. inhibition, % at 5 µM. purified FXIIa, Boc-QGR-AMC fluorogenic substrate, 2 h; in the data active = inhibition above about 40%;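 note: 0% = enzyme with no compound and 100% = blank without enzyme; many of its hits are not listed in these tables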
L929 necroptosis – L929 zVAD cell death inhibition. L929 zVAD necroptosis rescue, ATP luminescence, 24 h; with zVAD 60 µM. viability rescue, % at 10 µM. 220,000 tested, 0.38% active. AID 1377;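 active = activation, scaled between plate controls, above about 75%, limit read from the data; inactive = activation under that limit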;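 note: 0% = zVAD with DMSO and 100% = DMSO alone without zVAD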
Tb hexokinase – blocks Trypanosoma brucei hexokinase 1 activity. AID 1430. recombinant TbHK1, G6PDH-coupled NADH A340. inhibition, % at 10 µM. 220,000 tested, 0.11% active;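 active = inhibition of 50% or more in the single-dose primary screen; inactive = inhibition below 50%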
FXIa inh 1536 – factor XIa (human) inhibition | P03951 | 220,000 tested, 0.14% active | purified FXIa, Boc-Glu-Ala-Arg-AMC fluorogenic substrate | inhibition, % at 5 µM;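 active = inhibition of at least 40%; inactive = inhibition below 40%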;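 note: fluorescence of freed AMC excited at 355 nm; 0% = enzyme without compound and 100% = no enzyme blank; many of its hits are not listed in these tables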
CHOP inh – blocks CHOP induction under ER stress; CHO-K1 CHOP-promoter luciferase, tunicamycin-induced, 15-18 h; inhibition, % at 10 µM; 220,000 tested, 3.8% active; AID 2732;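 active = compounds that reduced the stress-induced luciferase reporter signal by more than about 70% of percent inhibition, limit read from the data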;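 note: 0% = tunicamycin plus vehicle and 100% = wells without tunicamycin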
The depositor's hits bear a star; x = not tested or not shown; & = joins results of further samples. These rows are one share of the data (hit frequency here may not be typical).

SMILES	EP2 antag	TNF death inh	Wee1 degr inh	PPC-1+TRAIL kill	FXIIa inh	L929 necroptosis	Tb hexokinase	FXIa inh 1536	CHOP inh
CCC(C)NCCCCOc1ccc(Br)cc1 (stereo not given)	4	5.3	5	0	14	0.8	7	1	-7
CCOC(=O)c1nnc(-c2ccccc2)nc1Sc1c(Cl)cccc1Cl	11	-9.3	1	-23	9	0.1	-12	0	14
Cc1ccc(C(=O)CCC(=O)Nc2cccnc2)cc1C	12	-0.3	5	0	-4	-0.1	0	-9	-2
CN(CC(=O)NCc1ccncc1)S(=O)(=O)c1ccc2ccccc2c1	10&2	-1.4	-1	-6	10	-0.1	-1	5	-1
Cc1ccc(C(=O)c2ccccc2C(=O)OCC(=O)Nc2ccc(SC(F)F)cc2)cc1	7	2.1	1	33	2	1.1	24	0	58
COC(=O)[C@@]1(Cc2ccc(F)cc2)[C@@H]2[C@@H](CC(=O)[C@H]2CC(=O)C(=O)N(C)C)CN1C(=O)c1ccccc1	11	-2.7	7	10	31	-0.7	-4	20	4
O=C(O)C1(c2ccccc2)CCN(S(=O)(=O)c2ccc(Cl)s2)CC1	8	2.2	2	-8	4	1.2	-6	1	3
Cc1nnc(SCC(=O)N(CC(C)C)c2c(N)n(CC(C)C)c(=O)[nH]c2=O)n1-c1ccccc1	5	-0.6	1	7	13	1.7	8	-2	14
Cc1cc(SCCC(=O)O)nc2c(C)cccc12	12	0.9	-1	0	17	1.5	-18	9	10
O=C(Nc1ncc(S(=O)(=O)c2ccc([N+](=O)[O-])cc2)s1)c1ccc2ccccc2c1	10	0.7	-1	26	13	1.0	-4	5	64
CCCCn1nc(C(=O)Nc2nc3c(s2)CCCC3)c2ccccc2c1=O	4	2.2	2	25	10	1.6	-7	5	33
COc1cccc(-c2nc(CS(=O)CC(=O)NCc3ccccc3)c(C)o2)c1 (stereo not given)	6	0.6	0	-6	10	0.8	3	-1	4
O=C(CSc1ccccn1)N/N=C/C=C/c1ccccc1	6	3.7	0	10	8	2.7	-22	-3	30
COc1ccc(C(CCN2CCCC(C)C2)c2c(OC)cc(OC)c3c2OC(=O)CC3c2cc(OC)c(OC)c(OC)c2)cc1 (stereo not given)	11	0.4	x	-14	9	-0.8	1	2	11
c1ccc(-c2cc3ccccc3nc2N2CCCC2)cc1	12	-5.0	-2	9	1	0.1	-1	2	14

Random excerpt: 4 compounds from above
SMILES	EP2 antag	TNF death inh	Wee1 degr inh	PPC-1+TRAIL kill	FXIIa inh	L929 necroptosis	Tb hexokinase	FXIa inh 1536	CHOP inh
O=C(Nc1ncc(S(=O)(=O)c2ccc([N+](=O)[O-])cc2)s1)c1ccc2ccccc2c1	10	0.7	-1	26	13	1.0	-4	5	64
CCOC(=O)c1nnc(-c2ccccc2)nc1Sc1c(Cl)cccc1Cl	11	-9.3	1	-23	9	0.1	-12	0	14
Cc1nnc(SCC(=O)N(CC(C)C)c2c(N)n(CC(C)C)c(=O)[nH]c2=O)n1-c1ccccc1	5	-0.6	1	7	13	1.7	8	-2	14
Cc1cc(SCCC(=O)O)nc2c(C)cccc12	12	0.9	-1	0	17	1.5	-18	9	10

Further records follow:
SMILES	EP2 antag	TNF death inh	Wee1 degr inh	PPC-1+TRAIL kill	FXIIa inh	L929 necroptosis	Tb hexokinase	FXIa inh 1536	CHOP inh
N#CC1(NC(=O)CN2CCN(S(=O)(=O)c3ccccc3F)CC2)CCCC1	8	1.7	-1	8	4	-0.1	2	-1	15
Cc1[nH]n(-c2ccccc2)c(=O)c1-c1cccc(Cl)c1	10	2.1	0	7	23	0.1	-4	3	0
O=C(CSc1nnc(CNC(=O)C23CC4CC(CC(C4)C2)C3)n1-c1ccc(F)cc1)Nc1ccccc1	8	-1.9	3	-16	0	3.5	-1	-3	28
O=[N+]([O-])c1ccc(NCCCO)c(C(F)(F)F)c1	10	0.9	2	22	16	-0.4	-13	6	-4
CC(=O)Nc1cccc(NC(=O)CCCC(=O)O)c1	6	-1.9	-2	-5	-3	0.1	0	0	11
Cc1c(/C=N/n2cnnc2)c2ccccc2n1CCOc1ccc(Cl)cc1	7	0.6	0	-8	17	1.2	-12	4	59
COc1cc(-c2ccccc2)nc2ccccc12	10	-1.2	-1	3	-4	0.2	0	-14	41
CCc1ccc(C2c3[nH]c4ccccc4c3CCN2C(=O)CN2CCN(CC)CC2)cc1 (stereo not given)	8	-4.9	-2	1	3	4.5	-5	-1	0
COc1ccc(CC(=O)NNC(=O)c2ccc(SCc3cc(F)ccc3F)c([N+](=O)[O-])c2)cc1	8	-2.1	-1	2	2	-0.1	-3	-8	32
CCCC(=O)Nc1cccn(Cc2ccccc2Br)c1=O	x	2.6	-1	-6	9	7.3	2	-6	20
COc1ccc(-n2nnnc2SCC(=O)c2cc3ccccc3o2)cc1	21	-2.2	1	20	-5	0.2	3	-2	-3
CN(C(=S)NC(=O)C1(C)CC1(Cl)Cl)c1ccccc1 (stereo not given)	x	-0.2	0	-5	26	0.1	-8	9	20
Nc1nc(SCC(=O)N2CCCCCC2)[nH]c(=O)c1NC(=O)c1ccco1	11	0.4	1	-20	8	1.1	-7	0	7
Fc1cccc(NC(=S)NCCN2CCOCC2)c1	4	-3.0	-1	11	13	-0.7	34	-1	48
Cc1cc(NS(=O)(=O)c2ccc(NC(=S)NC(=O)c3cccc(S(=O)(=O)N(C)C)c3)cc2)no1	4	-1.1	-1	-21	7	1.3	19	-3	-1
C=C(C)CSc1nnc(-c2cc(OC)c(OC)c(OC)c2)n1N	13	0.2	1	9	10	1.4	6	-1	-26
COc1ccc(CCNC(=O)Cc2ccc(OCc3ccccc3)c(OC)c2[N+](=O)[O-])cc1OCc1ccccc1	x	-1.1	1	4	-5	-1.3	-11	-8	29
CCc1cccc(NC(=O)C2CCN(S(=O)(=O)c3c(C)noc3C)CC2)c1	9	1.4	5	-13	6	1.6	-2	-2	29
CCOC(=O)c1ccc(Nc2nnc(C)c3ccccc23)cc1	13	-2.1	-4	5	8	2.9	-44	1	-9
O=C(Cn1cc(C(=O)c2ccco2)c2ccccc21)Nc1ccccc1	4&8	0.9	-1	9	14	0.9	-10	-3	13
COc1ccc(NC(=O)c2cccs2)cc1	15	-2.6	-1	23	10	-0.7	0	4	-12
COCCSc1ccccc1C(=O)Nc1cc([N+](=O)[O-])ccc1OC	6	0.8	0	-10	9	0.4	-20	2	-2
O=C(NCC(=O)N(c1cccnc1)C(C(=O)NC1CCCC1)c1cccs1)c1cccs1 (stereo not given)	5	-0.7	0	x	6	1.0	-12	-1	11
Fc1ccccc1COc1ccc(/C=N/n2cnnc2)cc1	11	-1.0	0	-4	28	-0.3	2	17	9
C(#CCN1CCCC1)CC(c1ccccc1)c1ccccc1	7	2.3	-3	-17	4	-0.5	9	-6	-7
COc1ccccc1CNC(=O)c1ccc(Br)o1	8	0.2	-1	-7	-1	2.6	-1	-9	2
O=C(CSc1nccc2ccccc12)N1CCN(c2ccccn2)CC1	x	1.3	7	19	2	1.1	-2	-7	28
Cc1csc(NC(=O)c2ccc(C(=O)Nc3nc(C)cs3)cc2)n1	15	4.4	0	4	2	0.4	-15	-9	-12
O=C(c1ccc(C(F)(F)F)cc1)C1CCCN(C(=O)c2cnccn2)C1 (stereo not given)	6	-0.1	0	20	12	-0.6	2	3	13
Cc1ccccc1CS(=O)(=O)CC1(O)CCN(C(=O)c2cccc(C(F)(F)F)c2)CC1	-1	-2.9	5	11	1	0.6	-3	-3	-2

Full records, looked up by structure. Values in the order: EP2 antag | TNF death inh | Wee1 degr inh | PPC-1+TRAIL kill | FXIIa inh | L929 necroptosis | Tb hexokinase | FXIa inh 1536 | CHOP inh
Entry for CCc1cccc(NC(=O)C2CCN(S(=O)(=O)c3c(C)noc3C)CC2)c1 : 9 | 1.4 | 5 | -13 | 6 | 1.6 | -2 | -2 | 29
Entry for C(#CCN1CCCC1)CC(c1ccccc1)c1ccccc1 : 7 | 2.3 | -3 | -17 | 4 | -0.5 | 9 | -6 | -7
Entry for COCCSc1ccccc1C(=O)Nc1cc([N+](=O)[O-])ccc1OC : 6 | 0.8 | 0 | -10 | 9 | 0.4 | -20 | 2 | -2
Entry for O=C(Cn1cc(C(=O)c2ccco2)c2ccccc21)Nc1ccccc1 : 4&8 | 0.9 | -1 | 9 | 14 | 0.9 | -10 | -3 | 13
Entry for Cc1ccccc1CS(=O)(=O)CC1(O)CCN(C(=O)c2cccc(C(F)(F)F)c2)CC1 : -1 | -2.9 | 5 | 11 | 1 | 0.6 | -3 | -3 | -2

Continuation.
SMILES	EP2 antag	TNF death inh	Wee1 degr inh	PPC-1+TRAIL kill	FXIIa inh	L929 necroptosis	Tb hexokinase	FXIa inh 1536	CHOP inh
CCOC(=O)CSc1nnc(CNC(=O)c2ccccc2OC)n1-c1ccc(OC)cc1	x	-2.9	12*	21	2	-0.2	0	-7	16
CCC1CCCCN1Cc1ccc(N)cc1 (stereo not given)	5&8	0.0	3	10	10	0.0	-5	-1	9
COC(=O)C1=C(N)OC2=C(C(=O)CCC2)C1c1ccccc1OC (stereo not given)	8	0.6	1	3	-1	0.1	-37	-5	12
CCN(CCO)c1cc(Cl)nc(SC)n1	14	-1.7	-2	14	6	0.1	8	7	14
COc1ccc(C(=O)c2ccc([N+](=O)[O-])cc2Cl)cc1	3	0.1	5	-3	5	-1.6	-6	2	21
COc1ccc(C(=O)CSc2nncn2C)cc1	12	2.8	-1	20	16	0.1	23	16	-7
Cc1ccc(C(=O)NCc2ccccn2)cc1Cl	10	0.6	1	4	8	1.9	1	1	14
